Assay outcomes: PubChem, several laboratories
Kir21 inh – blocks the mouse Kir2.1 inward-rectifier potassium channel. B-score at 10 µM. actives 0.85% (n = 310,000). AID 1672. HEK293-Kir2.1, FluxOR thallium flux fluorescence; stronger effect = lower value;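 active means fluorescence ratio B-score at or below minus 3 SD of library scores, with starting-brightness B-score within 2 SD, cut at about -4.2 in these data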;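 further: channel flux triggered by added potassium and thallium sulfate stimulus; B-score of peak minus minimum fluorescence over baseline after thallium stimulus; more negative B-score means stronger Kir2.1 block with less thallium influx; some compounds called inactive have numbers as strong as hits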
Target sequence (P35561 whole entry, looked up): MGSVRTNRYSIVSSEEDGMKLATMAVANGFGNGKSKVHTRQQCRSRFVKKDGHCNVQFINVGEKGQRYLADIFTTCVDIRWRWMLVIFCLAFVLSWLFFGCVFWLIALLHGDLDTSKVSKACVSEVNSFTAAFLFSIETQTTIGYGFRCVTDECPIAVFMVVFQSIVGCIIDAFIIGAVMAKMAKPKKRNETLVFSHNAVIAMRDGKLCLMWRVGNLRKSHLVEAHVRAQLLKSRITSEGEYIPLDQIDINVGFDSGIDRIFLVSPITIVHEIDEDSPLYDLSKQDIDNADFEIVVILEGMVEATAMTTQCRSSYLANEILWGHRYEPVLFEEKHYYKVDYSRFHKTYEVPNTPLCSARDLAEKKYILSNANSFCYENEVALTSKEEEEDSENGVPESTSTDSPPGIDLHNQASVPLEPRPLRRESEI
STK33 kinase inh – human STK33 kinase inhibition. inhibition, % at 10 µM. actives 0.073% (n = 320,000). purified STK33, MBP phosphorylation, ADP-Glo luminescence. AID 2661. Q9BYT3;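 active means inhibition at or above 25%, using the most active replicate where run in duplicate; inactive means inhibition below 25%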
Target sequence (Q9BYT3 whole entry, looked up): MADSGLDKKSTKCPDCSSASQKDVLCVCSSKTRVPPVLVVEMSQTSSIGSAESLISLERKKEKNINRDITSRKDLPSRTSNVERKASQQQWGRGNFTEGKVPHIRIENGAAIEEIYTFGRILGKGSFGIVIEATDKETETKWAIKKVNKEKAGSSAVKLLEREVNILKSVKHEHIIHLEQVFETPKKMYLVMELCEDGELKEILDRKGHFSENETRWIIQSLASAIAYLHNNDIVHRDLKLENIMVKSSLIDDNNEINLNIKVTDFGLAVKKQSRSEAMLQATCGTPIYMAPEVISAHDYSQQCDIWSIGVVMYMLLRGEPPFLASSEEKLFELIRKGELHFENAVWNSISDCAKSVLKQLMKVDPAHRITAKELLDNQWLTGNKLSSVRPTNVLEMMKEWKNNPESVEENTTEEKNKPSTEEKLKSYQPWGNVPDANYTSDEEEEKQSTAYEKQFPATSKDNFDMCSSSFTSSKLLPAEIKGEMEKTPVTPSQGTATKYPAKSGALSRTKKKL
* hit, by the source's call; / = not tested or not shown.

compound,Kir21 inh,STK33 kinase inh
O=C(CCNS(=O)(=O)c1cccs1)N1CCc2ccccc2C1,-0.62,-0.7
CCC(=O)N1CCc2cc(S(=O)(=O)CCC(=O)N3CCN(c4ccccc4F)CC3)ccc21,-1.15,-1.1
CCC1CN(C(=O)N2CCC(C(=O)NCc3ccccc3OC)CC2)c2ccccc2O1 (stereo not given),-0.05,-0.7
COc1ccc(-c2oc(=O)c3cc(OC)c(OC)cc3c2-c2ccc3c(c2)OCO3)cc1,/,0.3
CC1CCCCN1S(=O)(=O)c1ccc2c(c1)oc(=O)n2CC(=O)O (stereo not given),0.03,-0.9
Cc1ccc(NC(=O)CCn2nc([N+](=O)[O-])cc2C)nc1,-0.18,-2.6
C=CCN(CC=C)CC(O)Cn1c2ccccc2c2ccccc21 (stereo not given),-3.12,1.2
COC(=O)/C=C/c1c(C)nc(NCc2ccccc2)nc1Cl,-0.31,-1.2
Cc1noc(/C=C/c2cccs2)c1S(=O)(=O)N1CCC(C(=O)NCCCN2CCC(C)CC2)CC1,-0.72,-1.4
COc1ccccc1/C=C/C(=O)OCC(=O)NC1CCCCCC1,/,4.6
CC(C)(C)c1ccc(OCCNC(=O)Cc2ccc(F)cc2)cc1,-0.46,0.7
O=Nc1c(O)[nH]c2ccc(F)cc12,-0.25,0.5
O=C(Nc1nccs1)c1cccc(N2C(=O)c3cccc4c([N+](=O)[O-])ccc(c34)C2=O)c1,0.08,-1.4
O=C(c1ccc(Oc2ccc(C(F)(F)F)cc2[N+](=O)[O-])cc1)N1CCOCC1,-1.39,-0.1
O=C(COc1ccccc1)OCc1cc2ccccc2[nH]c1=O,1.05,-1.0
CCCc1ccc(-c2cc(C(=O)NCCc3ccc(S(N)(=O)=O)cc3)c3ccccc3n2)cc1,-2.68,3.0
C[N+]12CCCCC1[C@@H](CO)CCC2 (stereo not given in full),-0.87,-0.3
CCCOC(=O)C1[C@H]2C(=O)N(CC3CCCO3)C[C@]23C=C[C@H]1O3 (stereo not given in full),-0.33,2.3
O=C(C1CCN(S(=O)(=O)c2cccs2)CC1)N1CCN(c2ccccc2O)CC1,/,-0.1
CC(=O)N1c2ccccc2C(C)(c2ccccc2)CC1(C)C (stereo not given),0.77,-0.7

Some of these compounds in order of the Kir21 inh value, ascending.
compound,Kir21 inh,STK33 kinase inh
C=CCN(CC=C)CC(O)Cn1c2ccccc2c2ccccc21 (stereo not given),-3.12,1.2
O=C(c1ccc(Oc2ccc(C(F)(F)F)cc2[N+](=O)[O-])cc1)N1CCOCC1,-1.39,-0.1
COC(=O)/C=C/c1c(C)nc(NCc2ccccc2)nc1Cl,-0.31,-1.2

(more compounds)
compound,Kir21 inh,STK33 kinase inh
CCS(=O)(=O)N1CCN=C1SCc1ccc(F)cc1,1.58,-1.0
O=S(=O)(NCCOc1ccc(F)cc1)c1ccc2c(c1)OCCO2,1.3,-0.1
CCOC(=O)CCCN1CC(O)=C(c2nc3ccccc3s2)C1=N,-0.76,-0.2
CC(=O)c1ccc(Cc2ncc(C(F)(F)F)cc2Cl)s1,-0.02,-0.1
COc1ccc(-c2[nH]n(-c3ccc([N+](=O)[O-])cc3)c(=O)c2C=NCCN2CCNCC2)cc1,-2.03,0.2
CC(=O)O[C@]1(C(C)=O)CC[C@H]2[C@@H]3C=C(C)C4=CC(=O)CC[C@]4(C)[C@H]3CC[C@@]21C,0,/
O=C(NCc1ccc(/C=c2\sc3n(c2=O)CCN=3)o1)C(=O)Nc1ccccc1,0.77,10.3
CC(=O)Nc1ccc(S(=O)(=O)NCC2CCC(C(=O)NCCC(C)C)CC2)cc1 (stereo not given),-2.36,4.9
CC(=O)Nc1ccc(S(=O)(=O)Nc2nc3cc4c(cc3nc2Cl)OCCO4)cc1,1.64,-1.3
Nc1nc(F)nc2c1ncn2[C@@H]1O[C@H](CO)[C@@H](O)[C@H]1O,-0.57,0.2
O=c1[nH]c2ccccc2c(O)c1SCCO,-0.39,-0.6
O=S(=O)(CCSc1ccc(C(F)(F)F)cn1)c1ccccc1,-0.95,-1.1
CC(=O)N1CCc2cc(S(=O)(=O)C(C)CC(=O)Nc3ccc(OC(F)(F)F)cc3)ccc21 (stereo not given),0.58,-1.1
CCn1c(-c2ccccc2Cl)nn(CC(=O)Nc2cc(Cl)ccc2Cl)c1=S,0.15,0.2
CC(C)(C)NC(=O)CSc1nnc(-c2ccccn2)n1Cc1ccccc1,-0.59,-0.6
NC(=S)Nc1nccc(-c2cccs2)n1,0,-0.9
CC(=O)c1ccc(S(=O)(=O)Nc2cccc(-c3ccc(N4CCOCC4)nn3)c2)cc1,0.03,/
COc1cccc(OC)c1NC(=O)Cn1nc(C)c2ccccc2c1=O,1.41,/
Cc1noc(COc2ccc(OCc3nc(C)no3)cc2)n1,-0.06,-0.7
CC1CCCCC1NC(=O)CN(C)S(=O)(=O)c1ccc2c(c1)CCC(=O)N2 (stereo not given),-2.04,-1.7
COc1cccc(C2c3[nH]c4ccccc4c3C[C@H]3C(=O)N(CCCO)CC(=O)N23)c1OC (stereo not given in full),0.41,0.4
O=C(Nc1nc2ccccc2[nH]1)C1CCCC1,0.02,-1.7
CCCCN(CCCNc1ncnc2nc[nH]c12)c1ccccc1,-2.11,-0.2
CCN1C(=O)[C@@H]2[C@@H](c3ccc(-c4ccc(OC)cc4)c(OC)c3)N3CCCC[C@@]3(C(=O)OC)[C@@H]2C1=O,/,1.0
COc1ccc(C(=O)CCC(=O)Nc2ccc(N3CCCCC3)cc2)cc1OC,0.85,0.5
CCN(CC)C(=O)CSc1nnc(-c2ccco2)o1,0.55,-2.2
Cc1nn(-c2ccccc2)c(N2CCCC2)c1/C=N/Nc1ccc(S(=O)(=O)Nc2ccccc2)cc1[N+](=O)[O-],0.69,-1.2
COc1ccc(C(C)(C)C)cc1NC(=O)C1CCCO1 (stereo not given),-1.05,-1.6
COc1ccc(OC(=O)c2c(C)nn(-c3ccccc3)c2C)cc1,-0.91,-1.3
O=C(N/N=C\c1coc2ccccc2c1=O)c1ccco1,0.83,0.9
COc1ccc2nc(/N=C/c3c(C)[nH]n(-c4ccc(C)cc4C)c3=O)sc2c1,-0.41,0.1
CN1C(=O)NC(c2ccc(C(F)(F)F)cc2)C2=C1CC(C)(C)CC2=O (stereo not given),-0.82,-2.2
CC(/C=N/NC(=O)c1cc(-c2ccccc2)nc2ccccc12)=C\c1ccco1,0.64,-1.4
CCOC(=O)N1CCN(C(=O)c2cccc(N3C(=O)NC4CC3(C)Oc3ccc(Cl)cc34)c2)CC1 (stereo not given),-0.04,-0.7
CCc1nnc(NC(=O)[C@@H](NC(=O)c2cccc(S(=O)(=O)N3CCOCC3)c2)C(C)C)s1,1.08,-2.0
Cc1ccc2c(c1)c1nnc(SCC(=O)N3CCCc4ccccc43)nc1n2CC(=O)O,-0.93,-1.7
O=C1CC(N2CCSCC2)C(=O)N1c1ccccc1 (stereo not given),-0.82,0.8
COc1ccccc1N1CCN(S(=O)(=O)CCNC(=O)c2cc(OC)c(OC)c(OC)c2)CC1,1.18,-3.0
Cc1ccc(C)c(NC(=S)NC(=O)c2cncc(Br)c2)c1,0.63,-2.7
CCN(CC)CCCNCC(=O)Nc1cc(C)on1,-1.34,-0.9
O=C(O)c1ccccc1C(=O)N1CCN(Cc2ccc3c(c2)OCO3)CC1,0.01,/
Cc1cc(Cl)ccc1OC(C)C(=O)Nc1cnn(CCCC(=O)O)c1 (stereo not given),-0.25,-1.5
COc1cc(Cl)c(C)cc1NC(=O)CCCn1c(=O)oc2ccccc21,-0.01,/
COc1cccc(OC)c1C(=O)Nc1cc(C)on1,-0.76,-0.4
Cn1cnnc1SCC(=O)Nc1ccc(Oc2ccccc2)cc1,1.96,-0.3
CCN(CC)C1CCN(C(=O)CCc2nnc(CCCCc3ccccc3)o2)C1 (stereo not given),1.37,-0.9
COc1ccccc1N1CCN(CC(O)COCCOc2ccc(Br)cc2)CC1 (stereo not given),-1.65,-3.9
Cc1sc2ncn(CC(=O)NCC3COc4ccccc4O3)c(=O)c2c1S(=O)(=O)N1CCCCC1 (stereo not given),1.85,-1.1
O=C1[C@H]2C(c3ccccc3)=NN(c3ccccc3)[C@H]2C(=O)N1c1ccccc1,0.48,0.0
O=S(=O)(NC1CCCCC1N1CCN(c2ccc(F)cc2)CC1)c1ccccc1 (stereo not given),3.94,0.7

The listing continues:
compound,Kir21 inh,STK33 kinase inh
O=C(Nc1ccccc1F)c1ccc(CN2CCc3ccccc3C2)cc1,-1.01,0.1
Cc1c(NC(=O)CSCc2ccc(Cl)cc2Cl)cccc1C(=O)O,-0.58,0.1
CCOC(=O)c1c(-c2cccc([N+](=O)[O-])c2)cn2ccccc12,0.37,/
O=C(c1cccs1)c1no[n+]([O-])c1C(=O)c1cccs1,-10.6,-0.2
Cc1ccc2c(c1)[C@H]1[C@H](CO2)[C@H](c2ccccc2)[C@]2(C)C(=O)N(Cc3ccc(Cl)cc3)CC(=O)N12,/,-1.3
CCOC(=O)C1C(=O)OC(C)(C)C1C(CC)C(=O)c1c(C)cc(C)cc1C (stereo not given),-1.23,-0.9
COc1cccc(-n2ccnc2SCC(=O)Nc2ccccc2F)c1,-4.11,-0.6
O=C(NNC(=O)c1ccc(F)cc1F)c1ccc2c(c1)OCO2,0.32,-0.7
CC(C)N(Cc1ccccc1)C(=S)Nc1ccc(F)cc1,-0.29,-0.5
Cc1nn(-c2ccccc2)c(Cl)c1/C=N/NC(=O)c1ccn[nH]1,1.35,1.8
CCCCOC(=O)c1ccc(NC(=O)c2cc(Cl)ccc2OC)cc1,-0.43,-13.7
CCOC(=O)CSC1=N/C(=C\c2ccc(OC)c(OC)c2)C(=O)N1C,-0.52,-0.3
O=C(OCc1ccc(F)cc1)c1ccc2c(c1)-c1ccccc1C2=O,0.35,-1.2
CC(C)N1CC(C(=O)Nc2nc3ccccc3s2)CC1=O (stereo not given),0.05,0.5
CCCCOP(=O)(c1ccc(N(C)C)cc1)C(Nc1ccccc1)c1ccccc1 (stereo not given),-0.41,0.7
O=C(O)CC/C(=C\c1ccc(N2CCOCC2)c([N+](=O)[O-])c1)c1nc2ccccc2s1,1.05,/
CCOC(=O)Cc1csc(NC(=O)C(C)(C)CC)n1,-0.73,-1.2
COc1ccc(C(=O)Nc2ccc(Cl)cc2C(=O)N2CCCC(C)C2)cc1OC (stereo not given),0.9,/
O=C(Nc1ccccc1O)c1csc2c1CCCC2,-0.78,-2.4
CCCCn1c(N)c(N(CC)C(=O)c2ccc(N(C)S(=O)(=O)c3ccc(C)cc3)cc2)c(=O)[nH]c1=O,0.21,-0.2
O=C(CCC(=O)N1CCN(S(=O)(=O)c2ccccc2)CC1)c1ccc(Br)cc1,/,-0.9
O=C(CN(c1ccccn1)S(=O)(=O)c1ccccc1)Nc1ccccc1,0.24,-1.1
O=C(O)C1C2C=CC(C2)C1C(=O)NCCCn1ccnc1 (stereo not given),1.05,0.2
CCc1ccccc1N(C1=NCCCS1)S(=O)(=O)c1ccc(C(C)(C)C)cc1,1.9,/
C[C@H](NC(=O)c1nc[nH]c1C(=O)NCc1ccc(CNC(=O)OC(C)(C)C)cc1)C(=O)OCc1ccccc1,/,-0.1
N#Cc1ccccc1CN1C(=O)S/C(=C/c2cccn2-c2ccc(C(=O)O)cc2)C1=O,-0.01,-2.7
Nc1ccc2nc(N3CCOCC3)sc2c1,-0.05,0.8
O=C(c1ccc(F)cc1)N1CCN(Cc2ccccc2Br)CC1,0.73,-0.7
CC(NC(=S)NC1CCCCC1)c1ccc(C(C)(C)C)cc1 (stereo not given),1.61,-0.6
COC(=O)CSc1ccc(-c2nc3ccc(C)cc3[nH]2)cn1,-0.72,0.7

6 of these compounds, set out differently:
| Kir21 inh | STK33 kinase inh | SMILES |
| --- | --- | --- |
| 0.24 | -1.1 | O=C(CN(c1ccccn1)S(=O)(=O)c1ccccc1)Nc1ccccc1 |
| 1.05 | 0.2 | O=C(O)C1C2C=CC(C2)C1C(=O)NCCCn1ccnc1 (stereo not given) |
| 1.9 | / | CCc1ccccc1N(C1=NCCCS1)S(=O)(=O)c1ccc(C(C)(C)C)cc1 |
| / | -0.1 | C[C@H](NC(=O)c1nc[nH]c1C(=O)NCc1ccc(CNC(=O)OC(C)(C)C)cc1)C(=O)OCc1ccccc1 |
| -0.01 | -2.7 | N#Cc1ccccc1CN1C(=O)S/C(=C/c2cccn2-c2ccc(C(=O)O)cc2)C1=O |
| -0.05 | 0.8 | Nc1ccc2nc(N3CCOCC3)sc2c1 |

Other records.
compound,Kir21 inh,STK33 kinase inh
CCOc1ccccc1N1CCN(C(=S)NCc2ccc(Cl)cc2)CC1,-0.05,-0.5
O=C(CSc1ncnc2ccccc12)c1ccc2c(c1)OCCO2,-0.05,-0.4
CCc1ccc2oc(-c3cc(N)cc(C)c3O)nc2c1,/,0.0
COc1ccc2[nH]c3c(c2c1)CCN1C(=O)N([C@@H](C)C(=O)NCc2ccc(F)cc2)C(=O)[C@]31C,-0.87,0.8
CCCc1cc(=O)[nH]c(SCC(=O)Nc2sc3c(c2C#N)CCC(C)C3)n1 (stereo not given),-1.71,-0.3
COc1ccc(C2(CNC(C)=O)CCCC2)cc1OC,0.35,-0.4
O=C(COC(=O)/C=C/c1ccccc1[N+](=O)[O-])Nc1ccc(OCc2ccccc2)cc1,-0.11,0.9
Cc1ccc(N2C(S)=C(C#N)C(=O)NC23CCCCC3)cc1,-0.79,2.7
